MOR-DOR inv ag: inverse agonists of MOR-DOR heterodimerization, primary screen, cell-based, luminescence; cell-based MOR-DOR heterodimer luminescence, inverse agonism; inhibition, % at 9.3 µM; actives 0.21% (n = 340,000); in the data active means inhibition above about 22%, passing the limit was not always enough;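 further: 0% = cells with DMSO and 100% = wells without cells with DMSO; values of inactives mirror those of a sister screen read the other way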
V-ATPase pHluor: regulators of yeast V-ATPase proton pumping, primary screen, pHLuorin cytosolic pH fluorescence; response, % at 10 µM; S. cerevisiae; actives 0.37% (n = 350,000); in the data active means response mostly above about 7.3%, no sharp cut-off; inactive means mostly below about 5.4%; further: actives read high; inactives centre near 0; some compounds called inactive have numbers as strong as hits; reference of the scale not given here
MOR-DOR ag: agonists of OPRM1-OPRD1 heterodimerization, primary screen, cell-based, luminescence; Mu-type opioid receptor (Homo sapiens) + Delta-type opioid receptor (Homo sapiens), …; cells; actives 0.3% (n = 340,000); AID 504326, 2011; activation, % at 9.3 µM; in the data active means activation above about 18%;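 further: 0% = vehicle-treated cells and 100% = reference agonist; values of inactives mirror those of a sister screen read the other way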
PKA-R1A activ: activators of PKA-R1A holoenzyme, primary screen, biochemical, fluorescence polarization, Cy5-IP20, bovine R1A, mouse PKAc; actives 0.083% (n = 340,000); PKA-R1A dissociation; scaled: DMSO 0%, 113 µM cGMP 100%; activation, % at 11.4 µM; cAMP-dependent protein kinase type I-alpha regulatory subunit (Bos taurus) + …;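 active means percent activation above the mean of all tested compounds plus 3 SD, cut at about 19% in these data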;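 further: higher means more PKAc released from R1A so a rise in polarization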
DSG3 Ab inh: inhibitors of pemphigus antibody binding to DSG3, primary screen, biochemical, bead-based, flow cytometry, scFv-GFP | Desmoglein-3 (Homo sapiens), P32926 | DSG3-coupled beads, scFv-anti-DSG3-GFP binding; active compounds read low | binding (percent of control), % at 10 µM | actives 0.48% (n = 310,000) | AID 588358, 2011;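 active means binding more than 3 SD below its plate's average and above zero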;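 further: hits lower antibody fragment binding to DSG3; some compounds called inactive have numbers as strong as hits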
Target sequence (P32926 whole entry, looked up, the tested form may be a part): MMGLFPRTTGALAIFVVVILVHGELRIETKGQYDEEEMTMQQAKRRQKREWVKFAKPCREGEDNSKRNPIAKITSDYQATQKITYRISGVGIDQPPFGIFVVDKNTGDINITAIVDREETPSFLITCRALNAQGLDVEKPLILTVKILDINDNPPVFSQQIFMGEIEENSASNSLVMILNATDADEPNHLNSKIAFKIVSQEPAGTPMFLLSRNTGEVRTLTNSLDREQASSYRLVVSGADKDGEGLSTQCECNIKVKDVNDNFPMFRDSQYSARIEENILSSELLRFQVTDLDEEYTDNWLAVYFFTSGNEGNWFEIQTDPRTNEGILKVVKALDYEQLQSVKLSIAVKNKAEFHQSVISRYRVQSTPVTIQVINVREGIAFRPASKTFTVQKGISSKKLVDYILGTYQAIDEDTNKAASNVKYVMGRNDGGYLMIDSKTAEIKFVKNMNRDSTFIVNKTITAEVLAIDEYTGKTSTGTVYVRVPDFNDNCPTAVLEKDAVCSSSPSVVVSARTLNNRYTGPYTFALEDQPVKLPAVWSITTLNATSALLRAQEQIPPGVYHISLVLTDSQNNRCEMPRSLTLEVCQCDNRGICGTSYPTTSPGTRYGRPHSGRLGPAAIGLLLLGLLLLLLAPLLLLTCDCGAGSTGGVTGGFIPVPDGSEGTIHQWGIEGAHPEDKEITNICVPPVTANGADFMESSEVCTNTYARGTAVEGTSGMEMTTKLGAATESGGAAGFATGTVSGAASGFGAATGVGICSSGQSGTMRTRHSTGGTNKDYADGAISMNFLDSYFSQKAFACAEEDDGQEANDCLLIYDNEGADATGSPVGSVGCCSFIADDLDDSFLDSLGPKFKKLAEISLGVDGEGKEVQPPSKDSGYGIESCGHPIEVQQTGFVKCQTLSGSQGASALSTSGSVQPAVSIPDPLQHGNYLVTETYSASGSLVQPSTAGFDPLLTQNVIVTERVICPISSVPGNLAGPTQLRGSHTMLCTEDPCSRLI
DAGLB inh: DAGLB lipase inhibitors, primary screen, biochemical, fluorescence, HTS; Diacylglycerol lipase-beta (Homo sapiens), Q8NCG7; actives 0.059% (n = 340,000); HEK293T DAGLB membrane lysate, EnzChek fluorogenic substrate; inhibition, % at 5.17 µM; in the data active means inhibition above about 34%;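 further: 0% = enzyme with vehicle and 100% = wells lacking enzyme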
HTR5A inv ctr: HTR5A inverse agonists in luminescence cell assay, primary screen, counter-screen for OPRM1-OPRD1 heterodimer inverse agonist project, full-deck HTS; 5-hydroxytryptamine receptor 5A (Homo sapiens), P47898; HTR5A cell line, inverse agonism; inhibition, % at 9.3 µM; actives 0.083% (n = 340,000); in the data active means inhibition mostly above about 23%, no sharp cut-off; inactive means mostly below about 18%;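 further: 0% = cells with DMSO and 100% = no-cell wells with DMSO; some compounds called inactive have numbers as strong as hits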
HTR5A ag ctr: HTR5A agonists in luminescence cell assay, primary screen, counter-screen for OPRM1-OPRD1 heterodimer agonist project, full-deck HTS. AID 504692, 2011. activation, % at 9.3 µM. 5-hydroxytryptamine receptor 5A (Homo sapiens), P47898. cell-based. actives 0.61% (n = 340,000); in the data active means activation mostly above about 9.5%, no sharp cut-off; inactive means mostly below about 7.6%;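 further: 0% = cells with vehicle only and 100% = reference agonist; strong numbers were not always called active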
Arr AP2 block: inhibitors of beta-arrestin/AP2 binding, primary screen, biochemical, GPCR trafficking, flow cytometry. beta-arrestin 1 C-terminal peptide binding to AP2 beta2-adaptin appendage (human). actives 0.31% (n = 340,000). inhibition, % at 10 µM. FITC-arrestin peptide / GST-AP2 beads; AP2 beta2 appendage carries R879A mutation;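 active means inhibition above a set limit, near 3 SD of compounds lacking own fluorescence, cut at about 54% in these data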;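 further: plate controls were DMSO wells for no effect and 5 µM unlabelled arrestin peptide for full effect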
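Material – GST-tagged AP2 beta2-adaptin appendage (R879A) on 4 µm glutathione beads · Probe or stimulus – fluorescein-tagged arrestin peptide at 50 nM final · Timing – 12 min plus 1 h, RT · Detection – bead flow cytometry, FITC channel · Read-out basis – inhibition as reduced fluorescein signal on beads, percent · Medium – PBS plus Tween 20 (0.05%) and BSA (0.1%)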
PKA-R2B activ: activators of PKA-R2B holoenzyme, primary screen, biochemical, fluorescence polarization, Cy5-IP20, human. cAMP-dependent protein kinase catalytic subunit beta (Homo sapiens) + cAMP-dependent …. PKA-R2B holoenzyme dissociation; R2B truncated from residue 108, S112A mutant; 0% DMSO only, 100% 113 µM cGMP. activation, % at 11.4 µM. actives 0.079% (n = 340,000). AID 504700, 2011;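 active means activation above a cutoff set at the mean over all compounds plus 3 SD, cut at about 18% in these data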;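 further: higher means more holoenzyme dissociation and a rise in polarization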
* = called active by the depositor; x = not tested or not shown.

SMILES | MOR-DOR inv ag | V-ATPase pHluor | MOR-DOR ag | PKA-R1A activ | DSG3 Ab inh | DAGLB inh | HTR5A inv ctr | HTR5A ag ctr | Arr AP2 block | PKA-R2B activ
COc1ccc(N2CCN(C(=O)c3ccc(S(=O)(=O)NCc4ccco4)cc3)CC2)cc1 | 4 | 0 | -1.0 | -10 | x | -3 | -11 | 4 | 0 | 2
Cc1cccc(OCC(=O)Nc2ccccc2F)c1 | 19 | 2 | -3.7 | 1 | 84 | -8 | -2 | 1 | -10 | 2
O=C(CCc1ccccn1)NC1CCCc2c1cnn2-c1ccc(F)cc1F (configuration not stated) | 2 | -1 | -0.5 | -7 | 100 | 1 | -5 | 8 | 2 | 0
OCCC1CN(Cc2cnn(-c3ccc(F)cc3)c2)CCN1Cc1ccsc1 (configuration not stated) | 24 | -2 | -4.9 | -1 | 83 | 0 | 23 | 5 | 16 | -3
CCC1CCCCN1CC(O)Cn1c2ccccc2n2c(=O)cc(C)c(C#N)c12 (configuration not stated) | 10 | 2 | -1.9 | -8 | 103 | -1 | -1 | -2 | -12 | 1
CC(Sc1nnc(Cc2cccs2)n1C)C(=O)Nc1ccc(C(N)=O)cc1 (configuration not stated) | -12 | 0 | 1.9 | 1 | 105 | 1 | -28 | 9 | -1 | -4
CC(=O)Nc1nc(SCC(=O)NCC2CCCO2)[nH]c(=O)c1NC(=O)c1cccs1 (configuration not stated) | 32 | 3 | -6.9 | 5 | 104 | -4 | 3 | -5 | x | 17
CCN1CCN(C(=O)C2c3cc(OC)c(OC)cc3C(=O)N(C)C2c2ccc(SC)cc2)CC1 (configuration not stated) | 3 | 0 | -0.7 | 5 | 103 | 0 | -15 | 6 | 3 | 3
COc1ccccc1C(=O)NC(CCSC)C(=O)OCC(=O)N1CCCC1=O (configuration not stated) | 7 | 2 | -1.7 | 9 | 98 | 1 | 1 | 0 | 0 | -7
O=C(O)Cc1ccc(OCc2ccc(Cl)nc2)cc1 | 7 | 1 | -1.3 | -19 | 103 | -1 | 1 | 0 | 43 | 0
O=C(NC1CCCCCC1)c1cc(S(=O)(=O)N2CCOCC2)ccc1N1CCCCC1 | 7 | -4 | -1.4 | 0 | x | 0 | -7 | 2 | -8 | -11
CCOc1ccc(CCNC(=O)Cc2ccc(S(=O)(=O)N3CCOCC3)s2)cc1OCC | 10 | 4 | -1.6 | -12 | 103 | -2 | 0 | 5 | -5 | 9
CC1=CC(C)(C)N2C(=O)C3(SCC(=O)N3c3ccc(O)cc3)c3cc(C)cc1c32 (configuration not stated) | 0 | 0 | 0.0 | -3 | 97 | 1 | -12 | 6 | 0 | -1
Cc1ccccc1NC(=O)N1CCc2ccccc2C1 | -1 | -3 | 0.3 | -1 | 98 | 1 | 3 | -1 | -10 | 5
COC(=O)N/N=C/c1ccc(-c2ccc(C)c(Cl)c2)o1 | 1 | 1 | -0.2 | 11 | 88 | 0 | 10 | 1 | -2 | -4
N#Cc1c(N)c(C(=O)c2ccccc2)n2ccccc12 | 10 | 1 | -2.0 | 0 | x | 0 | 29 | -6 | 3 | 0
Cc1ccc2oc(=O)c(/C=C(\O)c3ccco3)nc2c1 | 6 | 0 | -1.2 | -3 | 97 | 2 | -28 | -1 | -5 | -8
CCCCCCN1C[C@H](n2cc(COC(=O)c3ccccc3)nn2)[C@@H](O)C[C@@H]1c1ccc(OC)cc1 | x | -2 | x | -3 | x | 1 | x | x | x | -6
O=S(=O)(NC1CCCCC1N1CCN(c2ccc(F)cc2)CC1)c1ccc(Cl)cc1 (configuration not stated) | 3 | -4 | -0.6 | -5 | x | -15 | 14 | -4 | 0 | 3
Cc1ccc(C(=O)OCC(=O)NCc2ccc(Cl)cc2Cl)o1 | 6 | 2 | -1.5 | 8 | 109 | -1 | -1 | 0 | 22 | 5
CCOc1ccccc1/C=N/NC(=O)c1nnn(-c2nonc2N)c1CN1CCCC1 | 15 | -2 | -2.9 | 4 | 97 | -3 | 25 | 1 | 17 | -6
CC(C)NC(=NCc1ccc(Cl)cc1Cl)Nc1ccccc1 | -22 | 8 | 4.8 | 2 | 112 | -12 | -5 | 1 | 9 | -6
CC(C)(C)OC(=O)N1CCC[C@H]1c1nnc(SCc2ccccc2F)o1 | 9 | 2 | -1.6 | 0 | 113 | -5 | -18 | -1 | 8 | 1
C=CCNC(=S)Nc1ccc(OC)c(S(=O)(=O)N2CCOCC2)c1 | -4 | 1 | 0.9 | 12 | 89 | 0 | -4 | -1 | 5 | -10
Cc1cc(C=O)c(C)n1-c1cc(C(=O)O)cc(C(=O)O)c1 | 19 | 2 | -3.9 | 0 | 104 | -3 | -27 | 2 | 11 | -6
O=S(=O)(N[C@H](CO)Cc1ccccc1)c1ccc(Br)cc1F | 12 | 3 | -2.5 | -8 | 102 | -3 | 6 | -2 | 30 | -10
N#Cc1ccc(Cl)cc1NC(=O)CNc1cccc(S(=O)(=O)N2CCCC2)c1 | -7 | -1 | 1.0 | 2 | 105 | 3 | -7 | 1 | -3 | -2
Cc1ccc(SCc2nc(-c3ccccn3)no2)cc1 | 1 | -1 | -0.2 | -3 | 110 | -5 | 7 | -3 | -3 | 2
COC(=O)CSc1nc(-c2ccc(C)cc2)c2c(c1C#N)CCCC2 | -1 | 2 | 0.2 | -10 | 102 | -15 | -3 | 1 | 0 | -3
Cc1ccc(NC(=O)COC(=O)Cn2c(C)csc2=O)cc1S(=O)(=O)N1CCOCC1 | 13 | -5 | -3.4 | -8 | 103 | -2 | -2 | 0 | 0 | -10

The final 4 compounds of the section before are carried over, then new ones follow.
SMILES | MOR-DOR inv ag | V-ATPase pHluor | MOR-DOR ag | PKA-R1A activ | DSG3 Ab inh | DAGLB inh | HTR5A inv ctr | HTR5A ag ctr | Arr AP2 block | PKA-R2B activ
N#Cc1ccc(Cl)cc1NC(=O)CNc1cccc(S(=O)(=O)N2CCCC2)c1 | -7 | -1 | 1.0 | 2 | 105 | 3 | -7 | 1 | -3 | -2
Cc1ccc(SCc2nc(-c3ccccn3)no2)cc1 | 1 | -1 | -0.2 | -3 | 110 | -5 | 7 | -3 | -3 | 2
COC(=O)CSc1nc(-c2ccc(C)cc2)c2c(c1C#N)CCCC2 | -1 | 2 | 0.2 | -10 | 102 | -15 | -3 | 1 | 0 | -3
Cc1ccc(NC(=O)COC(=O)Cn2c(C)csc2=O)cc1S(=O)(=O)N1CCOCC1 | 13 | -5 | -3.4 | -8 | 103 | -2 | -2 | 0 | 0 | -10
Cn1c(SCC(=O)n2c3c(c4ccccc42)CCCC3)nnc1-c1ccccc1 | -7 | -3 | 1.4 | -6 | 108 | 0 | 15 | 2 | -5 | -7
Nc1nonc1C(=O)N/N=C\c1cc2c(cc1Cl)OCO2 | -10 | -5 | 1.9 | 2 | 106 | 4 | -9 | 1 | 17 | -7
CC(=O)Nc1cccc(NC(=O)CSc2nc(=O)n(CCCN3CCOCC3)c3c2CCC3)c1 | 3 | 6 | -0.7 | -7 | 44 | -1 | -18 | 7 | 3 | -15
COc1ccc(C(=O)Nc2ccc3c(c2)OCCO3)cc1[N+](=O)[O-] | 10 | 0 | -1.7 | 0 | 95 | 0 | 6 | -2 | 12 | -5
Cc1ccc(C)c(N2N=C(C(=O)Nc3ccccc3N3CCOCC3)CCC2=O)c1 | 18 | -2 | -3.4 | -7 | 100 | -3 | -9 | 3 | 11 | 8
COc1cccc(C2CC(=O)N3CN(c4ccccc4F)CSC3=C2C#N)c1 (configuration not stated) | 2 | 0 | -0.4 | 6 | 92 | 5 | -29 | 10 | 16 | -11
Cc1ccc(-n2ncc3c(SCc4cccnc4)ncnc32)c(C)c1 | -8 | -5 | 1.7 | 1 | 100 | -3 | 11 | -5 | -31 | -1
CCN(CC)CC(=O)N1CCCC(C(=O)c2ccccc2OC)C1 (configuration not stated) | 2 | -1 | -0.3 | 7 | 100 | -1 | 1 | 0 | 1 | -9
O=C(O)c1ccccc1/C=N/NC(=S)NC1CCCCC1 | -13 | 11 | 2.4 | -5 | 95 | 4 | 0 | 2 | -4 | -8
O=C(NC1CCCCC1)c1ccc(COCC(F)(F)F)o1 | -10 | -1 | 1.7 | 9 | 106 | 1 | -14 | 1 | -4 | -5
COc1cc(NC(=S)N2c3ccccc3CC2C)cc(OC)c1 (configuration not stated) | 0 | -1 | 0.0 | -5 | 103 | 0 | 11 | 6 | 1 | -12
CC(Oc1ccccc1)c1nnc(N)s1 (configuration not stated) | -2 | 4 | 0.4 | 2 | 96 | 1 | 3 | -1 | 3 | -3
CCN(Cc1cc2ccccc2[nH]c1=O)C(=O)C(C)C | 12 | -4 | -2.2 | -1 | 110 | -2 | -6 | 0 | -5 | -11
CCOC(=O)c1ccc(S(=O)(=O)n2c(CN3CCCCC3)nc3ccccc32)cc1 | 0 | -1 | 0.0 | -16 | 97 | -5 | -12 | -2 | 1 | -7
O=[N+]([O-])c1cnccc1Nc1ccc(F)cc1 | 4 | 1 | -0.8 | 0 | 103 | 0 | 13 | 1 | 14 | 8
COC(=O)c1ccc(Sc2ccccc2NS(=O)(=O)c2ccc(NC(C)=O)cc2)nc1 | -1 | -3 | 0.1 | -9 | 103 | -5 | -4 | 3 | 17 | 2
CCOC(=O)c1ccc(NC(=S)N2CCSC2c2ccc(Br)cc2)cc1 (configuration not stated) | -38 | 1 | 5.6 | -5 | 104 | -3 | -17 | 0 | -5 | 4
COc1ccc(-c2c[n+]3c(n2-c2ccccc2)CCCCC3)cc1 | -3 | -1 | 0.4 | 0 | 102 | 2 | -17 | 6 | -1 | -8
CSCCC(NC(=O)c1ccc([N+](=O)[O-])cc1Cl)C(=O)OCC(=O)N(C)C (configuration not stated) | -29 | -1 | 4.3 | -1 | 97 | 0 | -36 | 1 | 5 | -10
CN(C)CCOC(=O)NC12CC3CC(CC(C3)C1)C2 | 11 | -1 | -2.2 | -6 | x | 0 | 9 | -3 | 1 | -11
O=S(=O)(Nc1nc2ccccc2nc1N1CCN(CCO)CC1)c1cc(F)ccc1F | 7 | -3 | -1.8 | -2 | 101 | 5 | 4 | 0 | 51 | 4
Fc1ccc(-c2nc3c(-c4ccccc4)cnn3cc2CCN2CCOCC2)cc1 | 11 | 7 | -2.4 | -11 | 122 | -1 | 14 | -6 | -8 | -3

From PubChem BioAssay
